Compound activity (PubChem BioAssay)
AT treatment: qHTS Assay for Identifying a Potential Treatment of Ataxia-Telangiectasia; […] A-T fibroblasts, KAP-1 phosphorylation AlphaLISA; neocarzinostatin DNA damage 30 min before lysis; Potency, µM (titrated, usually from 57.5 µM), inactives show at the top dose activation, usual class: activators; 320,000 tested, 0.19% active; note: potency is the fitted concentration of half-maximal effect; % of control where 0% means no effect; nearly all actives have a fitted effect of over 45% in size
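ATM-like activity read as KAP-1 phosphorylation via AlphaLISA donor/acceptor antibody pairs after lysis and 6 hr at 25C. Cells were ATM-null patient fibroblasts ([…], hTERT), dosed 60 min, then exposed to the DSB inducer NCS for 30 min.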
Coupling enz: qHTS Assay for Inhibitors of Fructose-1,6-bisphosphate Aldolase from Giardia Lamblia: Coupling assay counterscreen; coupling enzyme system counterscreen, AmpLite Red fluorescence; activity change, negative = inhibition, % at 58.2 µM, hits read low; 290,000 tested, 0.67% active; AID 2472, 2010; in the data active = activity change below about -30%; note: % is set by controls: 0 for no effect and ±100 for the full control effect
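Counterscreen lacking aldolase: glyceraldehyde-3-phosphate coupling-enzyme reagent preincubated 10 min at RT with compound (at 57.5 uM final), then substrate/coupling system with AmpLite Red added; fluorescence read at 525/598 nm after 20 min RT.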
KCNH2 WT inh: qHTS for Inhibitors of KCHN2 3.1: Wildtype qHTS; Voltage-gated inwardly rectifying potassium channel KCNH2 (Homo sapiens), Q12809; U2OS, BacMam KCNH2, thallium flux FluxOr; active compounds read low; activity change, % at 1.84 µM; 340,000 tested, 0.37% active; AID 720551, 2013;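 active = maximum activity change below -70%; inconclusive = maximum activity change between -70% and -50%; inactive = maximum activity change above -50%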; note: % is set by controls: 0 for no effect and ±100 for the full control effect
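U2OS cells transduced with wild-type KCNH2 virus are loaded with FluxOr dye for 45 min, and thallium flux is measured in kinetic reads before and after stimulation buffer. Rate constants are normalized to DMSO controls.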
GALK inh: qHTS Assay for Inhibitors of Human Galactokinase (GALK) | P51570 | Purified GALK, Kinase-Glo residual ATP luminescence | Potency, µM (series often up to 57.5 µM), for the others: top-dose activity change, negative = inhibition, hits mostly inhibitors | 270,000 tested, 0.007% active; note: potency is the fitted concentration of half-maximal effect; % is set by controls: 0 for no effect and ±100 for the full control effect
Target sequence (P51570 whole entry, looked up): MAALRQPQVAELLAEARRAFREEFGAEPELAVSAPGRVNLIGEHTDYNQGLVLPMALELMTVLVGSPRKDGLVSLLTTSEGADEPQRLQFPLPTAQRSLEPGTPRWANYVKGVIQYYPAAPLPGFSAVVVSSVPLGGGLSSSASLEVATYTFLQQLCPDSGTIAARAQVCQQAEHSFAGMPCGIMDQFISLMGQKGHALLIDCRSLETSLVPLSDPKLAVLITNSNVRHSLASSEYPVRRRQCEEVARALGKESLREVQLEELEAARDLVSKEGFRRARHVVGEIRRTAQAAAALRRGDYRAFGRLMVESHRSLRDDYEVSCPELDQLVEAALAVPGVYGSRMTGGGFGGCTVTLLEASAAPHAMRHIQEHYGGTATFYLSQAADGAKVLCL
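5 nM enzyme, 35 uM ATP, 100 uM galactose, 20 mM HEPES pH8.0, 5 mM MgCl2; 1 h RT; residual ATP by Kinase-Glo Plus luminescence, qHTS format.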
Chronic BCR inh: qHTS Assay to Find Inhibitors of Chronic Active B-Cell Receptor Signaling | 340,000 tested, 0.05% active | ABC-DLBCL IkBa-CBG/CBR reporter, luminescence ratio, 4 h | Potency, µM (doses to about 46.1 µM), for inactives: at the top dose ratio change, negative = lower green/red ratio, actives largely listed as inhibitors; active = well fitted inhibition curve with a large enough effect in the signal ratio, with a control signal flat, not every such curve was filed as active; inconclusive = small, poorly fitted or top-dose-only effect, or effect the other way, or a change in a side signal; the % refers to the signal ratio;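 note: potency is the fitted concentration of half-maximal effect; plate controls were basal doxycycline-induced cells for no effect and cells given 10 µM MG132 for full effect; MG132 reads +100%, hits lower the ratio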
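TMD8 human ABC-DLBCL cells with doxycycline-inducible IκBα–green luciferase fusion and unfused red luciferase, in 0.5% FBS medium; compounds up to 46 uM, 4 h at 37C. Green/red luminescence ratio, filter-overlap corrected, fitted to concentration-response curves.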
MLL CXXC-DNA inh: qHTS Fluorescence Polarization Assay for Inhibitors of MLL CXXC domain - DNA interaction. 290,000 tested, 0.037% active. Potency, µM (doses to about 115 µM), for the others: top-dose activity change, negative = inhibition, most hits filed as inhibitors. MLL-CXXC / FITC-HOXA9 DNA fluorescence polarization; active = well fitted inhibition curve with a large enough effect in the polarisation, with a control signal flat, not every such curve was filed as active; inconclusive = small, poorly fitted or top-dose-only effect, or effect the other way, or a change in a side signal; inactive = no such curve, though single readings can be large or run the other way; the % refers to the polarisation; note: potency is the fitted concentration of half-maximal effect
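Steps: dispense CXXC domain solution (7 uM) → pin compounds or unlabeled HOX-A9 DNA control → 5 min ambient → add FLSN-HOX-A9 solution (50 nM) → spin → 30 min ambient → fluorescence polarization. Tris pH 7.5/NaCl/DTT/BSA buffer.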
Giardia killer: Small Molecules that selectively kill Giardia lamblia: qHTS; Giardia lamblia trophozoite viability; activity change, % at 7.66 µM, hits read low; 340,000 tested, 0.15% active; AID 540267, 2011; in the data active = activity change below about -80%; inconclusive = between about -30% and that limit;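 note: parasites exposed to compound for two days anaerobically before the ATP read; % is set by controls: 0 for no effect and ±100 for the full control effect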
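Giardia lamblia trophozoites (100 cells/well) were incubated with compounds for 48 h at 37 deg C under anaerobic conditions. Viability was read as ATP content by one-step luminescence after 15-30 min at room temperature.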
TSHR antag: Antagonists of the Thyroid Stimulating Hormone Receptor: HTS campaign. Thyrotropin receptor (Homo sapiens), P16473. TSHR-expressing cells, TSH-stimulated cAMP HTRF, 2 h; active compounds read low. activity change, negative = inhibition, % at 11.5 µM. 330,000 tested, 0.2% active;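 active = activity change below a set negative limit, meaning inhibition stronger than a set level, cut at about -70% in these data; inconclusive = activity change between two set negative limits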; note: % is set by controls: 0 for no effect and ±100 for the full control effect
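TSHR-expressing cells, 200/well, pre-treated with compound, then stimulated with EC80 TSH (4nM final) for 2 hours at 37 deg C. cAMP measured by competitive HTRF: anti-cAMP cryptate antibody in lysis buffer plus cAMP-d2, read after 30 minutes at room temperature.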
Tb PFK block: qHTS Assay to Find Inhibitors of T. brucei phosphofructokinase; T. brucei PFK, ADP-Glo luminescence; 330,000 tested, 0.17% active; ATP-dependent 6-phosphofructokinase (Trypanosoma brucei brucei), O15648; AID 485367, 2010; Potency, µM (series often up to 57.5 µM), without a hit: top-dose activity, negative = inhibition, hits mostly inhibitors;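 note: potency is the fitted concentration of half-maximal effect; 0% = uninhibited 1x PFK enzyme wells and -100% = no-enzyme wells; nearly all actives have a fitted effect of over 60% in size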
Target sequence (O15648 whole entry, looked up): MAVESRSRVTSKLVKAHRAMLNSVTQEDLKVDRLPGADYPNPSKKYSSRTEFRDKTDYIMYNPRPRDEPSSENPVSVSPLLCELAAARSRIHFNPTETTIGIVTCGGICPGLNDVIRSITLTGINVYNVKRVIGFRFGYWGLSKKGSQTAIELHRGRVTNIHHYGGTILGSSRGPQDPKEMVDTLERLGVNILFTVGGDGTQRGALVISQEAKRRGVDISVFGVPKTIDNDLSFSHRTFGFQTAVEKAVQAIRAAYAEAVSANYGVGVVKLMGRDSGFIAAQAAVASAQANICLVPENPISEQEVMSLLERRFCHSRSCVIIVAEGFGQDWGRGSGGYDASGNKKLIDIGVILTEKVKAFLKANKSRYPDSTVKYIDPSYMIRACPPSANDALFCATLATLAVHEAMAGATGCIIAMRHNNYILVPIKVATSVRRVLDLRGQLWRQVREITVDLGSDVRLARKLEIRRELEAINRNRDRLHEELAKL
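Luminescent ADP detection (ADP-Glo, two-step: ATP depletion then ADP-to-ATP conversion for luciferase) reported PFK activity after 45 min room-temperature reaction of 1.25 nM enzyme with 0.5 mM F6P and 0.1 mM ATP at pH 8.0.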
TCR act: Activators of T cell receptors: qHTS campaign. Potency, µM (doses to about 9.22 µM), for the others: top-dose activation of IL-2 secretion, hits mostly activators. primary human leukocytes, anti-CD3, IL-2 HTRF, 48 h. 330,000 tested, under 10 active; note: % of control where 0% means no effect
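Readout: HTRF IL-2, Eu-cryptate/d2 antibody pair, 320nm excitation, 665nm emission. Stimulus: a-CD3 beads, no co-stimulation. Cells: primary human leukocytes. Exposure: 48 hr with compound.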
Active calls of the source: *; ? = inconclusive; . = not tested or not shown; & = joins results of further samples; [ ] = another dose, or the depositor's remark. Unless noted, calls come from the whole dose curve; as a rule, active = well fitted curve in the direction sought with a large enough effect; inconclusive = small, poorly fitted or top-dose-only effect, or another doubt; inactive = no such curve, though single readings can be large; an effect the other way counts as inactive or inconclusive.

(1) O=C(O)c1cc(NS(=O)(=O)c2ccc(NC3CCCCC3)c([N+](=O)[O-])c2)cc(C(=O)O)c1
(2) COc1ccc(C(=O)N2CCN(C)C(=O)[C@@H]2C)cc1OC1CCN(C(C)=O)CC1
(3) COC(=O)c1cc(OC)c(OC)c(OC)c1N
(4) COC(=O)C1CCN(C(=O)Cc2ccccc2OC)CC1
(5) O=[N+]([O-])c1ccc(N/N=C/c2c[nH]c3ccccc23)c(S(=O)(=O)Nc2ccc(Cl)cc2)c1
(6) CC(=O)c1c(C)[nH]c(C(=O)COC(=O)Cc2ccccc2F)c1C
(7) CSCCC(NC(=O)c1ccco1)C(=O)N1CCC(C(N)=O)CC1 (configuration not stated)
(8) CCCCNC(=O)CN(c1cccc(F)c1)S(C)(=O)=O

screen / no. | 1 | 2 | 3 | 4 | 5 | 6 | 7 | 8
AT treatment | -3% | 6% | 0% | 0% | 1% | -1% | 3% | .
Coupling enz | 10 | . | 1 | 2 | 0 | . | . | -2
KCNH2 WT inh | 1 | 6 | -9 | 3 | -17 | 2 | 3 | -3
GALK inh | -10% | 7% | 0% | -2% | -11% | . | . | -1%
Chronic BCR inh | 7% | -9% | 1% | ? | 16% | ? | -4% | -17%
MLL CXXC-DNA inh | -2% | 3% | -1% | 5% | -14% | . | . | -3%
Giardia killer | -3 | 7 | 4 | -13 | 2 | -20 | 10 | -5
TSHR antag | -1 | -7 | 12 | 2 | -5 | -4 | -3 | -8
Tb PFK block | -7% | 0% | 23% | 2% | 3% | -7% | 6% | -4%
TCR act | 7% | -3% | 0% | 1% | 0% | 8% | -1% | 0%[46.1 µM]

(9) COc1ccc(CCNC(=O)C2(C)CCC(=O)N2Cc2ccc(F)cc2Cl)cc1OC (configuration not stated)
(10) COC(=O)c1cccc(Nc2ncnc3sccc23)c1
(11) CC(C)Oc1ccccc1OCCCOc1cccc2cccnc12
(12) NNC(=O)CN1CCN(c2ncc(C(F)(F)F)cc2Cl)CC1
(13) CC(/C=N/n1c(-c2ccco2)n[nH]c1=S)=C\c1ccco1
(14) NC(=O)C1CCN(C(=O)c2cccc(S(=O)(=O)N3CCc4ccccc4C3)c2)CC1
(15) Cc1ccc2nc(SCC(=O)N3CCCCCC3)nc(=O)n2c1
(16) Cc1onc(-c2ccccc2)c1-c1ccc(S(N)(=O)=O)cc1

screen / no. | 9 | 10 | 11 | 12 | 13 | 14 | 15 | 16
AT treatment | -5% | 8% | 5% | 0% | -3% | -4% | -1% | .
Coupling enz | 0 | 4 | 1 | 0 | 0 | 0 | . | 7&6
KCNH2 WT inh | -2 | -13 | -7 | 1 | 8 | 21 | -4 | -2
GALK inh | 4% | 15% | 1% | 1% | 1% | 1% | . | 1%
Chronic BCR inh | 1% | ? | -19% | 1% | 8% | 1% | 15% | -14%
MLL CXXC-DNA inh | 2% | -5% | 2% | 12% | 11% | 10% | . | 2%&-1%
Giardia killer | 8 | 15 | 17 | 18 | -7 | -7 | -21 | -19
TSHR antag | -6 | -1 | -8 | -6 | 11 | 26 | 1 | 2
Tb PFK block | 3% | 0% | -7% | -3% | 0% | 1% | 0% | -1%
TCR act | 12% | -3% | 2% | -7% | -1%[46.1 µM] | -2% | -1% | 4%

(17) Cc1c(S(=O)(=O)Nc2ccc(Br)cc2)c(=O)n(C)c(=O)n1C
(18) CCS(=O)(=O)c1ccc2oc(Nc3ccccc3Cl)nc2c1
(19) Cc1cc(C)cc(NC(=O)NNC(=O)c2cc3occc3[nH]2)c1
(20) Cn1c(SCC(=O)Nc2cc([N+](=O)[O-])ccc2F)nnc1C(F)(F)F
(21) O=[N+]([O-])c1ccc(CS(=O)(=O)N2CCN(c3ccccc3)CC2)cc1
(22) CCCCN(C(=O)c1cc2c(s1)CCC2)c1c(N)n(CCCC)c(=O)[nH]c1=O
(23) CC(=O)Nc1ccc(N/C=C2/CCCC2=O)cc1
(24) Cc1ccc(S(=O)(=O)Cc2ccc(C(=O)N3CCCCC3C)cc2)cc1 (configuration not stated)

screen / no. | 17 | 18 | 19 | 20 | 21 | 22 | 23 | 24
AT treatment | 3% | 10% | -7% | -6% | 0% | -3% | 1% | 7%
Coupling enz | -2 | 3 | -2 | 0 | -6 | . | -1 | -2
KCNH2 WT inh | 4 | -5 | -46 | -17 | 2 | 1 | 7 | -3
GALK inh | . | 1% | -1% | 3% | -1% | . | 3% | -1%
Chronic BCR inh | 5% | ? | ? | 2% | ? | 10% | -17% | 8%
MLL CXXC-DNA inh | . | 5% | -12% | 9% | -3% | . | -8% | -5%
Giardia killer | -3 | -2 | 9 | -7 | -20 | 31[activator] | 2 | 18
TSHR antag | 24 | 3 | 13 | 5 | 8 | 5 | -8 | 10
Tb PFK block | 0% | -2% | 0% | 1% | -14% | -3% | -4% | 8%
TCR act | 4% | 7% | 5% | 4%[46.1 µM] | -3% | -6% | 2% | -1%

Retrieved one by one from the entries so far, 3 records:
(17) Cc1c(S(=O)(=O)Nc2ccc(Br)cc2)c(=O)n(C)c(=O)n1C
(21) O=[N+]([O-])c1ccc(CS(=O)(=O)N2CCN(c3ccccc3)CC2)cc1
(19) Cc1cc(C)cc(NC(=O)NNC(=O)c2cc3occc3[nH]2)c1

screen / no. | 17 | 21 | 19
AT treatment | 3% | 0% | -7%
Coupling enz | -2 | -6 | -2
KCNH2 WT inh | 4 | 2 | -46
GALK inh | . | -1% | -1%
Chronic BCR inh | 5% | ? | ?
MLL CXXC-DNA inh | . | -3% | -12%
Giardia killer | -3 | -20 | 9
TSHR antag | 24 | 8 | 13
Tb PFK block | 0% | -14% | 0%
TCR act | 4% | -3% | 5%

Next part:
(25) CCCC(C(=O)Nc1ccc(S(=O)(=O)Nc2nccs2)cc1)c1ccccc1 (configuration not stated)
(26) c1csc(Cn2c(-c3cccs3)nc3ccccc32)c1
(27) CCOc1ccc(NC(=O)N2CCN(Cc3ccc4c(c3)OCO4)CC2)cc1
(28) COc1ccc(-c2nc(NC(=O)c3[nH]c(C)c(C(C)=O)c3C)sc2C)cc1
(29) S=c1nccc(-c2cc(Cl)sc2Cl)[nH]1
(30) Clc1ccc(OCCn2ccnc2)c2ccccc12
(31) C=CCn1c(O)c(N=NC(=O)CNC(=O)c2ccncc2)c2ccccc21
(32) COc1ccc(NC(=O)COC(=O)Cn2cnc3ccccc3c2=O)cc1OC

screen / no. | 25 | 26 | 27 | 28 | 29 | 30 | 31 | 32
AT treatment | 15% | -2% | 5% | -9% | -8% | . | 3% | 0%
Coupling enz | . | 7 | 1 | -1 | -1 | 0 | 4 | 2
KCNH2 WT inh | 5 | 17 | 5 | 4 | 6 | 0 | 2 | 1
GALK inh | . | 0% | 1% | -4% | 3% | 0% | 2% | -1%
Chronic BCR inh | ? | 7% | 2% | -1% | -6% | . | 1% | ?
MLL CXXC-DNA inh | . | -3% | -4% | 6% | -23% | 5% | -6% | -19%
Giardia killer | 9 | 6 | 8 | 8 | 7 | -8 | -23 | -17
TSHR antag | 14 | -28 | -8 | -16 | 8 | . | 3 | 23
Tb PFK block | 0% | -1% | -1% | 2% | 13% | . | 0% | 2%
TCR act | -2% | -4% | 0% | -5% | 8% | . | 10% | -4%

(33) CCOC(=O)C1=C(C)NC(=O)NC1/C=C/c1ccccc1OC (configuration not stated)
(34) CN1C(=O)c2ccccc2N(C)C1c1ccccc1Cl (configuration not stated)
(35) Nc1ccccc1S(=O)(=O)NC1=NCCCCC1
(36) Cc1c(-c2ccccc2Cl)nc2ccccc2c1C(=O)O

screen / no. | 33 | 34 | 35 | 36
AT treatment | 5% | 0%[11.5 µM] | . | 0%
Coupling enz | 0 | 5 | -2 | -7
KCNH2 WT inh | -5 | 4 | 3 | 3
GALK inh | 5% | 4% | -3% | -3%
Chronic BCR inh | -1% | 9% | 2% | 3%
MLL CXXC-DNA inh | -10% | -3% | 6% | ?
Giardia killer | -11 | -6 | -2 | 12
TSHR antag | 3 | -7 | -14 | -7
Tb PFK block | -3% | -2% | -2% | 9%
TCR act | -4% | 3% | -2%[46.1 µM] | 2%
